Source: PubChem BioAssay (National Center for Advancing Translational Sciences (NCATS))
S-ASM inh: blocks human secretory acid sphingomyelinase; Potency, µM (highest dose often 57.5 µM), for inactives: top-dose activity change, negative = inhibition, usual class: inhibitors; P17405; hit rate 0.006% among 340,000; AID 504937; placental ASM, HMU-PC fluorogenic substrate, 60 min; further: potency means the concentration at half of the fitted maximal effect
Target sequence (P17405 47-631 limits assumed): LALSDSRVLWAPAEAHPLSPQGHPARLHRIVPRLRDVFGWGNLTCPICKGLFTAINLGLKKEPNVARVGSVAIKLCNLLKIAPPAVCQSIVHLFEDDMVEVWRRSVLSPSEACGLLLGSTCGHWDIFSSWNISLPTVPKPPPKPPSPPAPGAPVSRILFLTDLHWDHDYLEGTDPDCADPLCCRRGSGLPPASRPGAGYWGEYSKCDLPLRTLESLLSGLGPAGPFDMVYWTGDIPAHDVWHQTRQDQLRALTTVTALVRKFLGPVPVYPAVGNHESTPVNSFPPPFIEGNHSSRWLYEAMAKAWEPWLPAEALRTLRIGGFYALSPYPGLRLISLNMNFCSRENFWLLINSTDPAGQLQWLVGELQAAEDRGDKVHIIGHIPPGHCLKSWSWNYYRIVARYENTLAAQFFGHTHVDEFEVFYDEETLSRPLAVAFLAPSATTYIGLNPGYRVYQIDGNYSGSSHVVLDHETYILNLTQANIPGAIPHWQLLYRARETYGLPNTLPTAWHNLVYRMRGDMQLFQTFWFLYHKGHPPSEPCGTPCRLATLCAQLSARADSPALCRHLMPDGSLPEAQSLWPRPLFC
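qHTS format. ASM enzyme prepared from human placenta hydrolyses the fluorogenic substrate HMU-PC0 (9 uM final) over 60 min at 37 °C after a 10 min compound preincubation.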
a7 integrin act: activates integrin-mediated alleviation for muscular dystrophy. Potency, µM (doses to about 38.3 µM), without a hit: top-dose activation, hits mostly activators. hit rate 0.064% among 350,000. alpha7betagal myoblasts, beta-gal FDG fluorescence, 48 h;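 further: potency means the concentration at half of the fitted maximal effect; 100% = response of the positive control SU9516; nearly all actives have a fitted effect of over 60% in size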
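Alpha7betagal+/- myoblasts (passage 13) were plated 16-24 hr, then exposed to compounds (1:260 dilution of DMSO stock) for 48 hours at 37C. After MPER lysis, β-galactosidase reporter activity was read as FDG fluorescence (ex 480/em 540) after 30 minutes.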
PTAP TSG101 blk: blocks PTAP/TSG101 interaction to inhibit HIV-1 budding; Potency, µM (highest dose often 115 µM), inactives show at the highest dose activity change, negative = inhibition, actives largely listed as inhibitors; Fluorescence polarization, FITC-PTAP peptide / Tsg101 binding; 340,000 tested, under 10 active; active means well fitted inhibition curve with a large enough effect in the main read-out, with a control signal flat, not every such curve was filed as active; inconclusive means small, poorly fitted or top-dose-only effect, or effect the other way, or a change in a side signal; inactive means no such curve, though single readings can be large or run the other way; further: potency means the concentration at half of the fitted maximal effect; % of control where 0% means no effect
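FP read-out: FITC-PTAP peptide, 50 nM final, binding Tsg101 binding domain, 10 uM final; 20 min, r.t.; 10 mM HEPES pH 7.5, 0.15 M NaCl, 0.01% Tween 20, 3 mM EDTA, 0.1 mM TCEP.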
TSHR antag: human thyrotropin receptor antagonism | P16473 | TSHR-expressing cells, TSH-stimulated cAMP HTRF, 2 h; active compounds read low | activity change, negative = inhibition, % at 11.5 µM | hit rate 0.2% among 330,000 | AID 504810;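 active means activity change below a set negative limit, meaning inhibition stronger than a set level, cut at about -70% in these data; inconclusive means activity change between two set negative limits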; further: on the % scale 0 is the no-effect control and ±100 the full control effect
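Competitive HTRF cAMP read-out (cryptate anti-cAMP antibody, cAMP-d2; 30 min, room temperature) in freshly harvested TSHR cells. Compounds added before TSH at EC80 (4nM final), followed by 2 hours' incubation at 37 deg C.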
MBNL1-CUG inh: blocks human MBNL1 binding to CUG repeat RNA; hit rate 0.036% among 280,000; Potency, µM (highest dose often 57.5 µM), without a hit: at the highest dose activity change, negative = inhibition, hits mostly inhibitors; TR-FRET MBNL1-His/biotin-(CUG)12 binding, 665/545 ratio; AID 2675; active means well fitted inhibition curve with a large enough effect in the signal ratio, with a control signal flat, not every such curve was filed as active; inconclusive means small, poorly fitted or top-dose-only effect, or effect the other way, or a change in a side signal; inactive means no such curve, though single readings can be large or run the other way; the % refers to the signal ratio; further: potency means the concentration at half of the fitted maximal effect; on the % scale 0 is the no-effect control and ±100 the full control effect
Target sequence (Q9NR56 whole entry, looked up): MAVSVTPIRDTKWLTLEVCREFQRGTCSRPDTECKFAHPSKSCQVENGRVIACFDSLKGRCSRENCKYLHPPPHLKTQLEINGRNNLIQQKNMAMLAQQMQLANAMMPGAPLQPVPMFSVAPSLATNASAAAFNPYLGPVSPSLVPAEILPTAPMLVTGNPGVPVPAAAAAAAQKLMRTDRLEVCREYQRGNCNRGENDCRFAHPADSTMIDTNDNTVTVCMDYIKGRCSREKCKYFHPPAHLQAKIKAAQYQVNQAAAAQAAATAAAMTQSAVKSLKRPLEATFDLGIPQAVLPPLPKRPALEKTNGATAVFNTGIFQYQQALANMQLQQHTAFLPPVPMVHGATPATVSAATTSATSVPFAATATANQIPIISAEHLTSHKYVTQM
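TR-FRET readout: Ex 340 nm, 665/545 nm emission ratio, normalized to buffer-only (basal) and MBNL1-(CUG)12 controls. Complex of MBNL1-His with Biotin-(CUG)12, compounds 92 nM–58 uM, incubated 60 min at room temperature.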
A-T KAP1 phos: candidate therapy for ataxia-telangiectasia; hit rate 0.19% among 320,000; […] A-T fibroblasts, KAP-1 phosphorylation AlphaLISA; neocarzinostatin DNA damage 30 min before lysis; Potency, µM (top dose mostly 57.5 µM), inactives show top-dose activation, most hits filed as activators; AID 485349; further: potency means the concentration at half of the fitted maximal effect; % of control where 0% means no effect; nearly all actives have a fitted effect of over 45% in size
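ATM-like activity read as KAP-1 phosphorylation via AlphaLISA donor/acceptor antibody pairs after lysis and 6 hr at 25C. Cells were ATM-null patient fibroblasts ([…], hTERT), dosed 60 min, then exposed to the DSB inducer NCS for 30 min.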
Menin MLL FP TR: menin-MLL binding inhibition, Texas Red mutant peptide | hit rate 0.23% among 270,000 | Menin + Texas Red MLL mutant peptide, fluorescence polarization | Potency, µM (doses to about 61.6 µM), for inactives: at the top dose FP activity change, negative = inhibition, most hits filed as inhibitors; active means well fitted inhibition curve with a large enough effect in the polarisation, with a control signal flat, not every such curve was filed as active; inconclusive means small, poorly fitted or top-dose-only effect, or effect the other way, or a change in a side signal; inactive means no such curve, though single readings can be large or run the other way; the % refers to the polarisation; further: potency means the concentration at half of the fitted maximal effect; % of control where 0% means no effect; many of its hits are not listed in these tables
CXXC DNA block: MLL CXXC-DNA interaction inhibition; Q03164; MLL-CXXC / FITC-HOXA9 DNA fluorescence polarization; Potency, µM (highest dose often 115 µM), without a hit: at the highest dose activity change, negative = inhibition, actives largely listed as inhibitors; hit rate 0.037% among 290,000; AID 2662; active means well fitted inhibition curve with a large enough effect in the polarisation, with a control signal flat, not every such curve was filed as active; inconclusive means small, poorly fitted or top-dose-only effect, or effect the other way, or a change in a side signal; inactive means no such curve, though single readings can be large or run the other way; the % refers to the polarisation; further: potency means the concentration at half of the fitted maximal effect
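Steps: dispense CXXC domain solution (7 uM) → pin compounds or unlabeled HOX-A9 DNA control → 5 min ambient → add FLSN-HOX-A9 solution (50 nM) → spin → 30 min ambient → fluorescence polarization. Tris pH 7.5/NaCl/DTT/BSA buffer.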
Mito fusion act: blocks mitochondrial division or promotes mitochondrial fusion | hit rate 0.23% among 320,000 | AID 485298 | Potency, µM (doses to about 46.1 µM), without a hit: top-dose growth rescue (activation), usual class: activators | S. cerevisiae fusion-defective mutant growth rescue, CellTiterGlo 48 h;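 further: potency means the concentration at half of the fitted maximal effect; % of control where 0% means no effect; nearly all actives have a fitted effect of over 45% in size; temperature-sensitive fusion mutants such as fzo1-1 at 37 °C on non-fermentable ethanol glycerol medium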
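Read-out: ATP-based luminescence (CellTiterGlo, 10 min ambient) reporting growth of fusion-defective ts yeast after 48 hours at 37C on glycerol/ethanol YPEG medium in the presence of compound.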
TCR activator: activates T cell receptor signaling; primary human leukocytes, anti-CD3, IL-2 HTRF, 48 h; Potency, µM (series often up to 9.22 µM), inactives show at the top dose activation of IL-2 secretion, most hits filed as activators; 330,000 tested, under 10 active; AID 504894; further: % of control where 0% means no effect
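Primary human leukocytes incubated 48 hr with anti-CD3 beads plus compound, without co-stimulation. Secreted IL-2 measured by HTRF (europium cryptate/d2 anti-IL-2 pair, 320 nm excitation, 665 nm emission).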
* marks the source's active call; other numbers are inactive results; ? = inconclusive; / = not tested or not shown; [ ] = another dose, or the depositor's remark. Unless noted, the call rests on the fitted dose curve; in most records, active means well fitted curve in the direction sought with a large enough effect; inconclusive means small, poorly fitted or top-dose-only effect, or another doubt; inactive means no such curve, though single readings can be large; an effect the other way counts as inactive or inconclusive.

SMILES	S-ASM inh	a7 integrin act	PTAP TSG101 blk	TSHR antag	MBNL1-CUG inh	A-T KAP1 phos	Menin MLL FP TR	CXXC DNA block	Mito fusion act	TCR activator
CCC(C)N1CCN(C(=O)c2cccs2)CC1 (configuration not stated)	0.2%	12.0%	-2.6%	/	/	/	/	/	/	-0.8%
Cc1ccc2cccc(NC(=S)NC(=O)c3c(Br)cnn3C)c2n1	-2.9%	5.4%	-4.3%	-35.4	13.4%	-2.8%	-2.9%	-4.1%	2.5%	0.4%[46.1 µM]
C=C(C)CNC(=S)N/N=C(\C)c1ccc(-n2ccnc2)cc1	0.7%	-15.4%	-0.3%	-2.8	9.8%	3.6%	3.4%	12.5%	19.2%	4.4%
CCOC(=O)c1c(NC(=S)Nc2ccc(Cl)cc2)sc(C)c1C	10.8%	-1.6%	-2.7%	6.9	-7.7%	-3.2%	15.2%	14.0%	-8.9%	-5.5%
Cc1cccc(N2CC(O)(c3cccs3)[N+]3=C2CCCC3)c1C (configuration not stated)	4.0%	-54.0%[inhibitor]	-5.1%	2.8	-9.9%	8.0%	-0.5%	-0.7%	4.4%	-5.4%
Cn1c(SCC(=O)N2CCN(c3ccccc3)CC2)nnc1-c1ccncc1	2.3%	3.7%	-3.1%	-5.7	-5.6%	-1.8%	-9.8%	-5.1%	1.7%	4.4%[46.1 µM]
CCOC(=O)c1c(NC(=O)CSc2nnc(C)c(=O)[nH]2)sc(C)c1C	/	/	/	-20.0	-7.3%	0.5%	-3.5%	2.7%	16.0%	/
Cc1ccccc1OCC(=O)OCC(=O)NCc1cccs1	4.2%	15.9%	0.7%	31.5	-24.2%	3.3%	-4.1%	13.5%	-3.1%	-0.5%[46.1 µM]
Cc1c(Cl)ccc2c(C(=O)NC(C)c3ccncc3)cc(-c3ccncc3)nc12 (configuration not stated)	/	/	/	19.4	30.9%[activator]	3.7%	6.3%	-7.5%	-9.3%	/
COc1ccc(NC(=O)c2ccc3nc(-c4ccccc4)c(-c4ccccc4)nc3c2)c(OC)c1	-1.0%	28.6%	-3.8%	21.4	?	-10.2%	-1.4%	-8.0%	-12.8%	-1.8%[46.1 µM]
COc1cc(C(=O)NNC(=O)C2CC2)cc(OC)c1OC	-0.1%	23.5%	0.2%	3.6	-7.3%	4.1%	-14.7%	0.1%	0.5%	-8.9%
CC(=O)N(C)c1ccc(NC(=O)c2ccco2)cc1	-2.0%	-16.1%	-5.5%	-4.0	-14.8%	0.8%	5.3%	1.5%	0.4%	-1.2%
CC(=O)N(C1=C(Cl)C(=O)c2ccccc2C1=O)c1ccc(C(=O)O)cc1	0.0%	-54.3%[inhibitor]	-4.8%	-1.7	?	9.4%	?	0.0%	-15.5%	0.6%
COC(=O)c1ccccc1C(=O)N(c1ccccc1)c1ccccc1	0.6%	-15.0%	-0.7%	/	/	/	/	/	/	-10.3%
Cn1c2ccccc2c(=O)c2cc(C#Cc3cccc(N)c3)ccc21	42.0%	12.5%	-4.7%	-10.7	/	0.2%	/	/	?	1.6%
COc1ccc(NC(=S)NCCc2ccccc2)c(C)c1	0.1%	0.0%	-5.9%	11.2	10.7%	4.9%	1.5%	-4.6%	-10.7%	5.6%
CCOc1cc2c3c(c1)C(C)CC(C)(C)N3C(=O)C2=O (configuration not stated)	-0.2%	-0.3%	/	-4.7	-0.5%	-6.2%	?	-6.6%	-19.9%	/
Cc1ccc(NC(=O)CN(C)CC(=O)Nc2ccccc2C(=O)Nc2ccccc2)cc1	-0.2%	3.6%	1.2%	-5.0	-1.2%	-4.4%	0.3%	0.5%	12.9%	-0.6%
Cc1ccc(CN2C(=O)N/C(=C/c3ccc(-c4ccc(C(=O)O)cc4)o3)C2=O)cc1	/	-20.7%	-0.7%	-5.5	-4.2%	0.0%	/	8.6%	6.0%	-4.9%
N#C/C(=C\c1ccc(OC(F)F)cc1)C(=O)N1CCCCC1	0.8%	14.0%	-0.1%	-2.9	0.2%	-9.1%	/	-20.6%	-6.7%	4.7%
CCCOC(=O)c1ccc(NC(=O)c2ccoc2C)cc1	-5.6%	-28.1%	0.1%	-12.2	?	/	?	-2.4%	?	-0.2%[46.1 µM]
CC1CN(C2CCCCC2)c2nc3c(c(=O)n(C)c(=O)n3C)n2C1 (configuration not stated)	-0.9%	-14.0%	-3.3%	-9.9	-2.0%	18.4%	1.4%	-5.7%	4.1%	6.0%
Cc1ccc(C)c(-c2cc(C(=O)Nc3nccs3)c3ccccc3n2)c1	?	1.2%	1.7%	-9.6	-3.1%	-1.4%	9.0%	1.5%	-2.5%	1.9%
CC[C@@]1(C(=O)OC)N[C@H](CN(C)C(C)=O)[C@@H]2C(=O)N(Cc3ccccc3)C(=O)[C@@H]21	1.6%	-32.2%	0.0%	10.1	/	-0.2%	/	/	/	3.2%
CCOc1cc(-c2noc(-c3ccncc3)n2)cc(Br)c1OC	-2.7%	-43.8%	-2.0%	-11.3	4.3%	4.7%	-1.1%	-14.1%	2.8%	-1.5%

A second format for two compounds above.
Order of values: S-ASM inh	a7 integrin act	PTAP TSG101 blk	TSHR antag	MBNL1-CUG inh	A-T KAP1 phos	Menin MLL FP TR	CXXC DNA block	Mito fusion act	TCR activator
COc1ccc(NC(=S)NCCc2ccccc2)c(C)c1
 : 0.1%	0.0%	-5.9%	11.2	10.7%	4.9%	1.5%	-4.6%	-10.7%	5.6%
CCOc1cc2c3c(c1)C(C)CC(C)(C)N3C(=O)C2=O (configuration not stated)
 : -0.2%	-0.3%	/	-4.7	-0.5%	-6.2%	?	-6.6%	-19.9%	/

The list goes on.
SMILES	S-ASM inh	a7 integrin act	PTAP TSG101 blk	TSHR antag	MBNL1-CUG inh	A-T KAP1 phos	Menin MLL FP TR	CXXC DNA block	Mito fusion act	TCR activator
C=CCOC(=O)C1=C[C@H](c2cn(C(C)=O)c3ccccc23)C[C@H](OCCCCO)O1	-5.7%	-0.6%	-0.5%	2.1	11.4%	-3.2%	-0.8%	-21.4%	3.6%	4.3%
CCN(CC)C(=O)c1sc(NC(=O)Cc2ccc(OC)cc2)c(C#N)c1C	-2.1%	-19.4%	-5.0%	5.4	-2.0%	-0.8%	3.1%	2.8%	0.0%	-4.7%
Cc1ccc(SCC(=O)OCc2csc(CC(=O)Nc3ccccc3C)n2)cc1C	0.0%	-9.6%	-4.2%	3.8	/	2.2%	/	/	2.4%	-4.9%
S=c1[nH]nc(-c2ccncc2)n1/N=C/c1cccc(Cl)c1	-0.1%	?	-0.6%	0.6	7.6%	-9.0%	/	9.4%	1.7%	7.2%
COc1cccc(-c2cc(C(=O)NC3CCCC3)no2)c1	-5.7%	2.5%	-4.4%	-13.1	5.6%	9.2%	-18.3%	6.8%	12.7%	-1.4%
CC(=O)OCC(=O)Nc1ccc(Br)c(C)c1	2.5%	0.0%	-1.3%	6.7	-7.7%	6.5%	-2.0%	-2.6%	-3.4%	1.5%
COC(=O)c1cc(S(=O)(=O)N2CCN(c3cccc(Cl)c3)CC2)c[nH]1	5.6%	-19.5%	-0.8%	-0.1	-4.0%	9.8%	?	/	5.7%	-11.2%
Cc1ccnc(SCC(=O)c2ccc([N+](=O)[O-])cc2)n1	4.4%	-20.9%	-2.7%	15.4	115.3%[activator]	-1.6%	-11.4%	7.1%	2.0%	-2.8%[46.1 µM]
C=CCOc1nc2c(c(=O)n(C)c(=O)n2C)n1Cc1c(Cl)cccc1Cl	-6.2%	-30.3%	-2.2%	-15.8	-6.6%	0.4%	?	-2.2%	-1.4%	-4.4%
O=C(Nc1ccc2c(c1)OCCO2)c1ccoc1	3.3%	17.4%	0.6%	1.4	-9.0%	8.8%	/	-3.8%	-3.6%	0.2%
COc1ccc(NC(=O)/C(C#N)=C/C=C/c2ccco2)cc1	-15.3%	-30.7%	-1.5%	-17.0	/	-12.2%	17.8%	0.3%	3.6%	-2.5%
COc1cccc(NC(=O)N2CCCC(C(=O)Nc3ccccc3OC)C2)c1 (configuration not stated)	-1.2%	9.4%	-1.1%	0.9	5.9%	7.8%	9.3%	-0.4%	1.2%	-3.9%

The list is partial; rates above refer to the full screens.
